Bioassay records as filed in PubChem BioAssay.
GLP1R cytotox – cytotoxicity counter-screen for GLP-1 receptor inverse agonists | Potency, µM (titrated, usually from 38.3 µM), inactives show at the highest dose activity change, negative = inhibition, hits mostly inhibitors | 0.13% of 410,000 active | HEK293 cAMP-luciferase reporter cells, luminescence, 24 h | AID 624418;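 note: loss of luciferase light is scored as toxicity; potency is the fitted concentration of half-maximal effect; % is set by controls: 0 for no effect and ±100 for the full control effect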
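Compound-treated cells are incubated 24 hr at 37 deg C under 5% CO2 after a 12 hour attachment period, then luciferase detection reagent is added and luminescence is measured following 12 min at room temperature; lowered signal indicates toxicity.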
FUS suppressor – rescues growth of FUS-expressing yeast. 0.24% of 390,000 active. Potency, µM (series often up to 76.6 µM), for inactives: at the highest dose growth rescue (activation), actives largely listed as activators. S. cerevisiae FUS-expressing, growth rescue, OD600, 24 h;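 note: potency is the fitted concentration of half-maximal effect; plate controls were DMSO vehicle for no effect and reference control for full effect; nearly all actives have a fitted effect of over 55% in size; some results filed as inactive show a strong effect at the top dose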
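FUS-expressing yeast, raffinose-pregrown, induced in 2% galactose minimal medium at OD 0.005; compounds in a dilution series, 24hr at 30C. Growth restoration read as absorbance at 600 nm. CP55940 positive control, DMSO negative.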
TDP43 rescue – inhibitors of TDP-43 toxicity in yeast. TDP-43 expressing yeast growth rescue, BacTiter-Glo, 24 h. 1.8% of 410,000 active. Potency, µM (doses to about 46.1 µM), for the others: at the top dose growth rescue (activation), actives largely listed as activators. AID 652104; note: potency is the fitted concentration of half-maximal effect; % of control where 0% means no effect; nearly all actives have a fitted effect of over 50% in size
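Cell-based yeast growth screen: TDP-43 expression induced in galactose, inoculum OD600=0.02 after raffinose pregrowth to mid-log. Read-out BacTiter-Glo luminescence at 24 hr, 30 deg C; inhibition of toxicity seen as signal increase.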
Akt phos inh – inhibitors of Akt phosphorylation; Neuro2A IGF-stimulated pAkt S473 HTRF, 20 min; stronger effect = lower value; activity change, % for hits at 50 µM; 0.32% of 360,000 active; in the data active = activity change below about -80%; inconclusive = mostly about -51% to -80%; note: % is set by controls: 0 for no effect and ±100 for the full control effect
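Neuro2A cells in DMEM with 0.5% FBS, overnight at 37 deg C, given compound at single 50 µM final, then IGF (6 nM final) for 20 min at 37 deg C. Lysed; phospho-Akt Ser473 by HTRF after 24 h, 665/615 ratio.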
PTHR1 agonist – agonists of human PTHR1 parathyroid hormone receptor | Q03431 | HEK293 GP2 PTHR1 cells, GloSensor cAMP luminescence, 1 h | Potency, µM (highest dose often 115 µM), inactives show top-dose activation, most hits filed as activators | 0.075% of 410,000 active; note: potency is the fitted concentration of half-maximal effect; nearly all actives have a fitted effect of over 55% in size; some results filed as inactive show a strong effect at the top dose; inactives centre near -15; many of its hits are not listed in these tables
Target sequence (Q03431 whole entry, looked up): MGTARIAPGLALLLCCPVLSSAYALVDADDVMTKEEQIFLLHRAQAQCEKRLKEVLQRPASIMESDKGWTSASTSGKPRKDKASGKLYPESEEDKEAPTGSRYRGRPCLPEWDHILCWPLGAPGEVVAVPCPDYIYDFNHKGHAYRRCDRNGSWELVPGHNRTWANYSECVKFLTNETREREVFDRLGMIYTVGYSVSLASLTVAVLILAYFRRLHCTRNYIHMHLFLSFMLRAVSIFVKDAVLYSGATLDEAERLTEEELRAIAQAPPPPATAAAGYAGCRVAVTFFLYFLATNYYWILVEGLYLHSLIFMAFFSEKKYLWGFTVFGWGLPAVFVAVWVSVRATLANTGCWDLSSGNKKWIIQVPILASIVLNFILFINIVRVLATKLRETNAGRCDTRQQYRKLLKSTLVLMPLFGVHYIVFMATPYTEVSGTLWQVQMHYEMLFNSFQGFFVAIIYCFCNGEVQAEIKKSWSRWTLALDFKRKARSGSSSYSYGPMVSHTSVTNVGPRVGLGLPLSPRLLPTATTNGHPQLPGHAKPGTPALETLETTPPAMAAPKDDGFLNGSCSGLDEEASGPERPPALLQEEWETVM
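HEK-293-derived GP2 cells expressing PTHR1 and a GloSensor cAMP reporter, 3,000/well, plated overnight, given luciferin plus IBMX (each 0.5 mM as added) for 1 h at 37 °C, then compound for 1 h at 37 °C. Luminescence was read after 15 min at room temperature.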
MmCpn inh – blocks the Methanococcus maripaludis chaperonin Mm-Cpn. purified Mm-Cpn ATPase, ADP Transcreener TR-FRET. Potency, µM (doses to about 76.9 µM), without a hit: at the highest dose activity, negative = inhibition, hits mostly inhibitors. 0.031% of 330,000 active; note: potency is the fitted concentration of half-maximal effect; % is set by controls: 0 for no effect and ±100 for the full control effect; nearly all actives have a fitted effect of over 80% in size
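25 nM Mm-CPN + cpd, 10 min 37°C; + 10 uM ATP, 30 min 37°C; buffer 30 mM Tris pH 7.4, 100 mM KCl, 5 mM MgCl2, 1 mM DTT; Transcreener ADP HTRF detection 30 min RT.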
Abeta rescue – A-beta toxicity reversal in yeast. yeast expressing A-beta42, growth rescue, OD600, 48 h; response scale: 0% DMSO, 100% iron-clioquinol control. 0.063% of 410,000 active. Potency, µM (doses to about 46.1 µM), inactives show top-dose growth rescue, actives largely listed as activators; note: potency is the fitted concentration of half-maximal effect; nearly all actives have a fitted effect of over 55% in size
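Yeast growth medium received pinned compounds, then yeast cells expressing toxic A-beta were added; plates incubated at 30 C for 48 hr. Growth read as absorbance at 600 nm, normalized to DMSO and equimolar FeCl3 plus clioquinol controls.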
GLP1R inv ag – acts as inverse agonist at human GLP-1 receptor; P43220; HEK293 GLP-1R CRE-luciferase, luminescence, 24 h; GLP-1R form is constitutively active; Potency, µM (highest dose often 38.3 µM), inactives show at the top dose activity change, negative = inhibition, usual class: inhibitors; 1.6% of 410,000 active; note: potency is the fitted concentration of half-maximal effect; % is set by controls: 0 for no effect and ±100 for the full control effect; nearly all actives have a fitted effect of over 55% in size
Target sequence (P43220 whole entry, looked up): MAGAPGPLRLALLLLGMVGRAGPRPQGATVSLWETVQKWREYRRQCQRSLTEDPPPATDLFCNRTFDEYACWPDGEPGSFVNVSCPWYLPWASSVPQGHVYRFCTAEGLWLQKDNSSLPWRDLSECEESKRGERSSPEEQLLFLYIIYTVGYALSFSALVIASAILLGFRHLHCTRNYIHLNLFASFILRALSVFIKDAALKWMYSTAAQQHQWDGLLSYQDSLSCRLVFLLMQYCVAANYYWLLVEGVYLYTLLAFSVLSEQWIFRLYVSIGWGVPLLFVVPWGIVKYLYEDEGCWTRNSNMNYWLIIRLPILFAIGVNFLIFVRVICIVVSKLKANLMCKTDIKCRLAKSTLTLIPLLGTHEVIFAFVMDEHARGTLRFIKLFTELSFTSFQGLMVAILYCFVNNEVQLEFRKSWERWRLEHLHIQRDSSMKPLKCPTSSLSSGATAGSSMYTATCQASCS
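Seeding at 200 cells/uL, 12 h culture, 24 hr compound treatment, then luciferase reagent and a luminescence read; cells are HEK293 stably expressing a constitutively active GLP-1R plus cAMP-responsive luciferase.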
aSyn yeast inh – inhibitors of alpha-synuclein toxicity in yeast | Potency, µM (top dose mostly 46.1 µM), inactives show top-dose growth rescue (activation), hits mostly activators | Yeast expressing alpha-synuclein, growth rescue, BacTiter-Glo, 24 h | 0.14% of 370,000 active | AID 652106; note: potency is the fitted concentration of half-maximal effect; % of control where 0% means no effect; nearly all actives have a fitted effect of over 65% in size
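Rescue of yeast growth: cells expressing toxic alpha-synuclein, induced in galactose at OD600 0.02, incubated with compound 24 h at 30 C. ATP luminescence quantified growth; inhibitors of toxicity appear as activators.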
* marks the source's active call; other numbers are inactive results; i = inactive; ? = inconclusive; . = no result given; [ ] = another dose, or the depositor's remark. Unless noted, calls come from the whole dose curve; as a rule, active = well fitted curve in the direction sought with a large enough effect; inconclusive = small, poorly fitted or top-dose-only effect, or another doubt; inactive = no such curve, though single readings can be large; an effect the other way counts as inactive or inconclusive. Only part of the results is shown; count on the stated rates, not on these rows.

No.	SMILES	GLP1R cytotox	FUS suppressor	TDP43 rescue	Akt phos inh	PTHR1 agonist	MmCpn inh	Abeta rescue	GLP1R inv ag	aSyn yeast inh
1	CCOC(=O)c1ccccc1NC(=O)COC(=O)c1ccc(C)c(S(=O)(=O)N2CCOCC2)c1	-4%	4%	5%	i	-3%[57.5 µM]	0%	-7%	6%	5%
2	CN(CC(=O)Nc1ccc(Cl)c(C(F)(F)F)c1)C(=O)c1cc(=O)[nH]c2ccccc12	-15%	21%	10%	i	i	2%	22%	?	-1%
3	O=C(CC1Sc2ccccc2NC1=O)Nc1ccccc1[N+](=O)[O-] (stereo not given)	19%	.	-2%	i	0%	0%	23%	4%	-3%
4	CCOC(=O)c1cc(-c2ccccc2)sc1NC(=O)C(C)Sc1nnnn1C (stereo not given)	10%	25%	2%	i	i	0%	-41%[inhibitor]	?	20%
5	Cn1c(CNc2cccc(Cl)c2)nnc1SCC#N	-1%	15%	-1%	i	i	0%	6%	2%	6%
6	COC(C(=O)N/N=C(\C)c1ccc(C)cc1)c1ccccc1 (stereo not given)	-11%	18%	-10%	i	i	-2%	-3%	11%	-3%
7	O=C(O)Cn1nc(C(F)(F)F)c2c1CCC2	3%	11%	-16%	.	i	-4%	-8%	10%	-18%
8	COCCCNC(=O)c1ccc(Cn2c(=O)c3ccccc3n(CC(N)=O)c2=O)cc1	-6%	6%	0%	.	-24%	.	-8%	?	.
9	Cc1ccc(C(NC(=O)N2CC(C)OC(C)C2)C(Cl)Cl)cc1F (stereo not given)	-12%	-7%	6%	i	i	5%	-1%	-7%	0%
10	CCOc1ccc(CN(C)C(=O)CCl)cc1	-30%	-7%	?	i	-2%	-1%	2%	?	2%
11	CCN(CC)C(=O)c1sc(NC(=O)c2ccc(Br)o2)c(C(=O)OC)c1C	?	17%	21%	i	15%[57.5 µM]	-2%	-6%	33%	1%
12	O=C(COc1ccc2c(c1)CCC2)Nc1ccccn1	-30%	-13%	-25%	i	-39%[inhibitor]	0%	-17%	-17%	-20%
13	Cc1ccc(N2CCN(/N=C/C=C/c3ccccc3)CC2)cc1	11%	.	2%	i	-38%[inhibitor]	1%	-1%	-14%	-14%
14	CNC(=O)/C(C#N)=C/c1cn(CC(=O)OC)c2ccccc12	?	14%	-21%	i	-2%	0%	-14%	2%	-5%
15	COc1ccc([N+](=O)[O-])c(OC)c1C(=O)NC(=O)Nc1c(F)c(F)c(F)c(F)c1F	4%	-29%	12%	i	i	0%	-3%	2%	-6%
16	O=C(NCCN1CCOCC1)Nc1cccc(Cl)c1	-12%	8%	6%[9.22 µM]	i	i	0%	5%	1%	3%
17	O=C(COC(=O)c1ncc(Cl)c(Cl)c1Cl)NC(=O)c1ccccc1	4%	-18%	-26%	i	-8%	-23%	-5%	33%[activator]	6%
18	Cc1ccc(C(=O)Nc2nnc(C)s2)o1	0%	6%	-13%	i	i	-10%	-3%	6%	-3%
19	COc1ccc(OC)c(NC(=O)CCCN2C(=O)C3C4C=CC(C4)C3C2=O)c1 (stereo not given)	-12%	-6%	-1%	i	-16%[57.5 µM]	1%	19%	-20%	-3%
20	CCCCCCNC(=O)O[C@H]1C[C@@H]2C(=O)N(c3ccccc3)C(=O)[C@@H]2[C@@H]2CN(S(=O)(=O)c3ccc(C)cc3)C[C@]12O	3%	?	16%	i	-21%	.	1%	11%	-2%
21	CN(C)c1ccc(/C=N/NC(=O)c2cc(-c3ccc4c(c3)OCO4)n[nH]2)cc1	2%	32%	-12%	i	-19%	-2%	-2%	?	-19%
22	COc1ccc2nc(CCN(C)C(=O)C3CCC(=O)N(Cc4cccc(F)c4)C3)[nH]c2c1 (stereo not given)	-14%	-1%	8%	i	i	0%	2%	4%	0%
23	CCOC(=O)c1cnc(-n2nc(C)cc2C)nc1Oc1ccccc1F	?	9%	10%	i	-10%	-1%	18%	-14%	2%
24	CCOc1ccccc1C(=O)NCC(=O)Nc1ccc2c(c1)OCO2	-7%	.	-24%	i	i	2%	-11%	17%	7%
25	CCN(CC)C(=O)[C@H]1CC(CC(=O)NCCCn2ccnc2)C(=O)N2CCc3c([nH]c4ccc(OC)cc34)[C@]12C (stereo not given in full)	-2%	-19%	14%	i	-19%	-1%	-1%	14%	3%
26	CCOc1cccc(CC(=O)N2CCc3c([nH]c4ccccc34)C2c2ccc(OC)cc2)c1OCC (stereo not given)	-3%	42%	0%	.	i	.	3%	?	.
27	Cc1cccc(NS(=O)(=O)c2cccc3nsnc23)c1	-26%	11%	7%	i	-9%[57.5 µM]	0%	-11%	1%	2%
28	Cc1cc(C)c(N=C2C(=O)Nc3ccccc32)c(C)c1	-5%	8%	-21%	i	-40%[inhibitor]	0%	-14%	42%[activator]	-7%
29	CC1CC(C)(C)NC(=S)N1CCC(=O)NCc1ccc(Cl)cc1 (stereo not given)	2%	10%	2%	i	i	?	-3%	-9%	-4%
30	Cc1ccccc1NS(=O)(=O)c1ccc(C)c(NS(C)(=O)=O)c1C	20%	12%	-9%	i	i	1%	5%	-8%	-1%
31	O=C(CN1C(=O)c2ccccc2S1(=O)=O)NCc1ccccc1	3%	1%	0%	i	-22%	0%	-15%	5%	-2%
32	O=C(Nc1ccccc1O)c1ccc2c(c1)C(=O)N(Cc1ccco1)C2=O	-5%	21%	11%	i	-23%	0%	-9%	6%	7%
33	O=C(c1ccccc1)c1ccccc1C(=O)N1CCN(Cc2ccccc2F)CC1	-5%	7%	-18%	i	-11%	4%	1%	-28%	-2%
34	COCCn1c(C)cc(O)c(C(c2ccccc2)N2CCN(CCO)CC2)c1=O (stereo not given)	-8%	10%	-12%	.	?	.	-8%	0%	.
35	Cn1c(=O)c2c(nc(CN3CCN(c4ccccc4F)CC3)n2Cc2ccc(F)cc2)n(C)c1=O	1%	?	?	.	i	.	18%	0%	.
36	COc1ccccc1OCCNC(=O)C(CCSC)NC(=O)c1ccccc1Cl (stereo not given)	8%	14%	-8%	i	-19%	1%	-13%	-8%	-2%
37	COc1cc2[nH]c(=O)n(Cc3ccc(C(=O)N4CCC(N5CCCCC5)CC4)cc3)c(=O)c2cc1OC	7%	0%	24%	i	i	-2%	-3%	4%	2%
38	O=c1[nH]c2cc3c(cc2cc1CN(Cc1ccccc1)Cc1nnnn1Cc1ccco1)OCCO3	-14%	.	12%	i	-19%	-4%	-3%	12%	14%
39	Cn1c(Cc2ccccc2)nnc1SCC(=O)N1CCOCC1	5%	6%	-1%	i	-25%[57.5 µM]	0%	8%	0%	13%
40	Cn1c(C(=O)NCc2cccnc2)cc2sc(Cl)cc21	3%	13%	-23%	i	?	-1%	1%	6%	1%
41	CC(Oc1ccccc1F)C(=O)NNC(=O)CCS(=O)(=O)c1ccccc1Cl (stereo not given)	14%	-12%	3%	i	-1%	0%	18%	2%	0%
42	Cc1nccc(-c2cccc(NC(=O)Nc3ccc(Cl)cc3)c2)n1	-10%	15%	-5%	i	-6%	-1%	-11%	-17%	3%
43	COCCNC(=O)C1c2ccccc2C(=O)N(CCOC)C1c1ccc(F)cc1 (stereo not given)	-6%	-3%	21%	i	i	2%	10%	0%	2%
44	O=C(CN1CCCCCC1)Nc1ccc(F)c(F)c1	-8%	-10%	5%	i	-22%[57.5 µM]	-3%	-8%	?	0%
45	CC(OC(=O)c1ccccc1C(=O)N(C)c1ccccc1)C(=O)Nc1ccccc1[N+](=O)[O-] (stereo not given)	15%	23%	19%	i	-9%	0%	9%	15%	16%
46	CC(C)c1ccc(CC(=O)N2CCC2(C)C(=O)Nc2ccc3c(c2)OCO3)cc1 (stereo not given)	-3%	35%	19%	i	-53%[inhibitor]	.	-6%	?	5%
47	C[C@H](CO)N1C[C@H](C)[C@@H](CN(C)C(=O)NC2CCCCC2)Oc2c(NS(=O)(=O)c3cccs3)cccc2C1=O	1%	16%	23%	i	i	1%	-20%	-8%	2%
48	CC(=O)Nc1ccc(S(=O)(=O)N2CCC3(CC2)CC(=O)c2ccccc2O3)cc1	-5%	9%	14%	i	-63%[inhibitor]	-2%	-6%	4%	0%
49	Cc1ccc(CNS(=O)(=O)c2ccc3[nH]c4c(c3c2)CCCCC4)cc1	5%	12%	17%	.	-29%	.	-25%	-5%	.
50	c1ccc(C2CC(c3ccccc3)n3c(nc4ccccc43)N2)cc1 (stereo not given)	0%	14%	-17%	i	i	-2%	-16%	5%	-7%
51	CC(NCC(=O)Nc1ccccc1C(=O)NC1CC1)c1ccccc1Cl (stereo not given)	-1%	.	14%	i	i	-1%	0%	?	1%
52	CC(=O)N=c1sccn1CC(O)c1ccccc1 (stereo not given)	5%	15%	8%	i	i	4%	11%	37%[activator]	-11%
53	COC(=O)c1c(Oc2ccc(OC)cc2)nnc(-c2ccccc2)c1-c1ccccc1	1%	5%	-10%	.	i	.	-17%	?	.
